Screening data deposited in PubChem by National Center for Advancing Translational Sciences (NCATS).
Luciferase inh – inhibitors of firefly (Photinus pyralis) luciferase | purified P. pyralis luciferase, luminescence, biochemical | Potency, µM (series often up to 115 µM), inactives show at the highest dose activity change, negative = inhibition, hits mostly inhibitors | actives 2.5% (n = 76,000); further: potency means the concentration at half of the fitted maximal effect; nearly all actives have a fitted effect of over 65% in size
Target sequence (P08659 whole entry, looked up): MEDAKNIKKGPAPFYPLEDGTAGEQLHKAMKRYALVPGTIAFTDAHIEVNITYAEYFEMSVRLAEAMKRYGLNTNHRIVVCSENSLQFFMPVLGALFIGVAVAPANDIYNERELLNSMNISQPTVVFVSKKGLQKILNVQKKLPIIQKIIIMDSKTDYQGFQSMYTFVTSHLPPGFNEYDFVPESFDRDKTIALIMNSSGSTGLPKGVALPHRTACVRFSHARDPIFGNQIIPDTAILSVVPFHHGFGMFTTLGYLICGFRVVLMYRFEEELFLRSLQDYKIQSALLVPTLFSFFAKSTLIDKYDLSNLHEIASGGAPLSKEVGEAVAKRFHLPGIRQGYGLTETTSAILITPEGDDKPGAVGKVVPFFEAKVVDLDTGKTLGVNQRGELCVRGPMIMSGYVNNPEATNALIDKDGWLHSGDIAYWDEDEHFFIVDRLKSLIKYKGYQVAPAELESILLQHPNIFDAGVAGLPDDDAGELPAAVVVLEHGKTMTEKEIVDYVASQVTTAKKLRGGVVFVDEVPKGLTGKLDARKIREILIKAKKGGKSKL
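Inhibitors were tested against purified firefly luciferase in a biochemical, low-substrate format (both substrates at 10uM) and luminescence measured with a CCD imager.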
HEK cytotox – HEK 293 cell cytotoxicity; AID 1345083; Potency, µM (top dose mostly 115 µM), for inactives: at the top dose activity change, negative = cytotoxicity, hits mostly inhibitors; actives 6.6% (n = 94,000); HEK 293 viability, ATP luminescence (CellTiter-Glo), 48-72 h; further: potency means the concentration at half of the fitted maximal effect; nearly all actives have a fitted effect of over 60% in size
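Luminescence from cellular ATP, measured with CellTiter-Glo, indicates HEK 293 viability. Cells plated at 250 cells/well are treated with compound for 48 or 72 hr at 37 degree Celsius before reagent addition.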
NIH3T3 tox – kills NIH 3T3 cells | NIH 3T3 viability, CellTiter-Glo ATP luminescence, 48-72 h | actives 4.3% (n = 94,000) | Potency, µM (series often up to 96.7 µM), inactives show at the top dose activity change, negative = cytotoxicity, hits mostly inhibitors; further: potency means the concentration at half of the fitted maximal effect; nearly all actives have a fitted effect of over 55% in size
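Mouse fibroblast NIH 3T3 cells, 400 per well, received compound via pintool and were incubated for 48 or 72 hr prior to CellTiter-Glo ATP luminescence measurement.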
GPT2 inh – blocks human glutamate pyruvate transaminase 2; Q8TD30; Recombinant GPT2, coupled pyruvate oxidase/HRP Amplex Red fluorescence; Potency, µM (highest dose often 57.7 µM), for inactives: at the highest dose activity change, negative = inhibition, actives largely listed as inhibitors; actives 0.25% (n = 100,000); further: potency means the concentration at half of the fitted maximal effect; nearly all actives have a fitted effect of over 60% in size; many of its hits are not listed in these tables
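Fluorescence of coupled pyruvate oxidase/HRP/Amplex Red system (50uM Amplex, 30 min, dark) reports pyruvate formed by GPT2. Enzyme reaction: 10ng/uL GPT2, 2mM L-alanine, 250uM a-KG, 30 min room temperature, pH 7.5; 50uM AOA control.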
SNCA viab count – cell viability loss counter-screen | HEK-293-SNCA-luc viability, GF-AFC fluorescence, 24 h | Potency, µM (doses to about 57.1 µM), for the others: at the highest dose activity change, negative = cytotoxicity, most hits filed as cytotoxic | actives 0.12% (n = 150,000) | AID 1671193;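 further: potency means the concentration at half of the fitted maximal effect; 0% = DMSO-treated cells and -100% = medium-only wells without cells; nearly all actives have a fitted effect of over 30% in size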
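HEK-293-SNCA-luc cells (1500/well) plated 24 h, then exposed 24 h to a dilution series; GF-AFC added 30 min at 37C, fluorescence 405/540 nm; normalised to medium-only and DMSO wells, Hill fit.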
IP6K1 inhibitor – inhibitors of human IP6K1 | activity change, % (series mostly up to about 58 µM) | actives 0.81% (n = 140,000) | IP6K1 kinase, ADP-Glo luminescence, 2 h; hits give low values | AID 1645851 | Q92551; in the data active means activity change below about -25%
Target sequence (Q92551 whole entry, looked up): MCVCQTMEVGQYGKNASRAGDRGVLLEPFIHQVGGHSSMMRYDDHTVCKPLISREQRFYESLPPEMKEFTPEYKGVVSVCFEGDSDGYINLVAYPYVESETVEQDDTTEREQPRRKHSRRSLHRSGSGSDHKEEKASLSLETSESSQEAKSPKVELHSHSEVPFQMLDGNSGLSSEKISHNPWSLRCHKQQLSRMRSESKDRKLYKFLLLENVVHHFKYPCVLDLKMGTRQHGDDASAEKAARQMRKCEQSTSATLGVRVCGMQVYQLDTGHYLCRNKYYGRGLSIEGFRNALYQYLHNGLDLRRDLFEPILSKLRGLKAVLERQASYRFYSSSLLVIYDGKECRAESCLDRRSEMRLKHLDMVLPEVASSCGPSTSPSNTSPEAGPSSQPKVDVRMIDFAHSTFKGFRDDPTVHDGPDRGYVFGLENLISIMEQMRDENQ
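ADP-Glo luminescence measures ADP made by human IP6K1 during a 2 h RT reaction with ATP/IP6 (mix at 1.3 mM/130 uM); top library doses 57.5 and 19.1 uM final.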
SNCA expr inhib – reduces expression of the alpha-synuclein gene; HEK-293 SNCA-luciferase knock-in, luminescence, 24 h; Potency, µM (series often up to 57.2 µM), inactives show top-dose activity change, negative = inhibition, usual class: inhibitors; actives 0.17% (n = 140,000);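 further: potency means the concentration at half of the fitted maximal effect; plate controls were DMSO cells for no effect and cell-free wells for full effect; nearly all actives have a fitted effect of over 45% in size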
The depositor's hits bear a star; i = inactive; ? = inconclusive; nt = not tested or not shown; [ ] = remark or other dose. Unless noted, the call rests on the fitted dose curve; in most records, active means well fitted curve in the direction sought with a large enough effect; inconclusive means small, poorly fitted or top-dose-only effect, or another doubt; inactive means no such curve, though single readings can be large; an effect the other way counts as inactive or inconclusive. Unless noted, on the % scale 0 is the no-effect control and ±100 the full control effect.

mol,IP6K1 inhibitor,SNCA viab count,NIH3T3 tox,Luciferase inh,SNCA expr inhib,GPT2 inh,HEK cytotox
Cc1ccsc1-c1nc(C2CC(=O)N(C3CCCCC3)C2)no1 (configuration not stated),-0.4,6.7%,-25.4%,-5.6%,25.1%,i,79.4µM*
Cc1ncc(CO)c2c1Oc1nc(-c3ccc(F)cc3)nc(SCC(=O)N3CCCCC3)c1C2,-0.3,-27.9%,nt,nt,30.6%[activator],nt,nt
COCC1CN(C2CCC2)CC12CCN(C(=O)c1sc(C)nc1C)CC2 (configuration not stated),5.4,6.0%,-20.8%,nt,13.6%,-3.2%,-12.8%
CCOC(=O)c1ccc(NC(=O)C(CC)Sc2nc3ccncc3[nH]2)cc1 (configuration not stated),-14.1,-12.1%,nt,nt,-22.1%,nt,nt
Cc1cc(C(=O)N2C[C@@H](CN3CCOCC3)[C@@H](CO)C2)cs1,-11.0,2.6%,-5.5%,-4.2%,-25.7%,0.6%,-0.5%
COCc1nc(C2CCCN(C(=O)c3ccccc3OC)C2)no1 (configuration not stated),14.3,6.8%[12.5 µM],-0.5%,1.6%,-27.4%,-21.6%,10.2%
Cc1nc([C@@H]2CN(C(=O)c3noc(C)c3Cn3cccn3)C[C@H]2C(N)=O)n[nH]1,2.1,15.6%,i,-1.1%,12.3%,-18.9%,-4.7%
COc1cc(C2C(C(=O)Nc3ccccc3)=C(C)Nc3nc(SCC(=O)c4ccc(C)cc4)nn32)ccc1O (configuration not stated),49.2,-10.5%,nt,nt,-6.4%,nt,nt
COc1ccc(-c2cc(N3CCC(NC(=O)c4ccc5nc[nH]c5c4)CC3)n[nH]2)cc1,24.8,7.3%,-15.4%,-1.0%,-12.9%,i,?
CNC(=O)c1cc[nH]c1C1CCCN(C(=O)c2ccc(Cn3cncn3)o2)C1 (configuration not stated),3.7,5.5%[12.5 µM],i,-4.7%,?,-0.1%,i
COc1cccc(-c2cc(C(=O)NC3CCCCC3)c3cnn(C)c3n2)c1,10.9,nt,?,nt,nt,nt,?
CC1OC(OC2C(OC3C(O[C@H]4CC[C@@]5(C)C(CC[C@]6(C)C5C(=O)C=C5C7CC(C)(C)CC(O)[C@]7(C)CC[C@]56C)C4(C)C)OC(C(=O)O)C(O)C3O)OCC(O)C2O)C(O)C(O)C1O (some centres not stated),11.0,-7.0%[12.5 µM],nt,nt,nt,i,nt
O=C(Nc1cccc(-c2ccc(F)cc2)c1)C1CCCN(C(=O)c2cccnc2)C1 (configuration not stated),6.8,-12.9%,?,-17.4%,5.7%,3.2%,?
CC1=C[C@@H](CNC(=O)C2CC2)[C@H](C(C)C)C[C@H]1CC(=O)N1CCOCC1,-1.7,-17.9%[87.6 µM],-0.2%[174 µM],0.6%[172 µM],-10.4%[87.6 µM],1.3%[88.5 µM],-8.2%[172 µM]
O=C(Cn1c(=O)oc2cc(S(=O)(=O)N3CCCCCC3)ccc21)NCc1ccccc1Cl,0.7,-22.3%,nt,nt,?,nt,nt
CCc1ccc2nc(N3CCN(C(=O)c4ccccc4)CC3)sc2c1,11.6,-3.7%,nt,nt,38.1%[activator],nt,nt
CCOc1ccc2nc(N3CCCC(C(=O)Nc4c(C)cccc4C)C3)sc2c1 (configuration not stated),-10.7,0.7%,nt,nt,142.3%[activator],nt,nt
CCc1noc(-c2ccn3c(CNC(=O)Cc4cccc(OC)c4)nnc3c2)n1,11.6,-12.1%,i,7.3%,6.4%,2.7%,?
O=c1n(CCCN2CCN([S+](=O)([O-])c3ccccc3)CC2)nc2n1CCCC2,-14.0,nt,-2.7%,nt,nt,nt,i
CCc1ccc2oc(C(=O)NCCc3ccc(OC)c(OC)c3)cc(=O)c2c1,-10.9,-3.0%,nt,nt,30.5%[activator],nt,nt
O=C(NCC1CCN(c2cc(-c3ccc(F)cc3)[nH]n2)CC1)c1cc(C2CC2)[nH]n1,-6.6,-2.8%,?,?,-14.5%,?,?
CCc1ccccc1NC(=O)c1cnc(N2CCCCC2)c2ccccc12,2.1,5.0%,nt,nt,?,nt,nt
Cc1ccoc1C(=O)N1C[C@@H](COc2ccccc2)[C@H](C(N)=O)C1,9.3,8.2%,-15.9%,-9.2%,8.1%,-0.2%,-19.8%
CCc1ccc(N2CC(c3noc(-c4sccc4C)n3)CC2=O)cc1 (configuration not stated),8.0,8.8%,?,-0.8%,-18.7%,0.0%,79.4µM*
O=C(Nc1ccc(F)c(Cl)c1)C1Cc2ccccc2CN1S(=O)(=O)c1ccc(F)cc1 (configuration not stated),-3.0,5.1%,nt,nt,16.0%,nt,nt

The last two compounds of the part before open the next one.
mol,IP6K1 inhibitor,SNCA viab count,NIH3T3 tox,Luciferase inh,SNCA expr inhib,GPT2 inh,HEK cytotox
CCc1ccc(N2CC(c3noc(-c4sccc4C)n3)CC2=O)cc1 (configuration not stated),8.0,8.8%,?,-0.8%,-18.7%,0.0%,79.4µM*
O=C(Nc1ccc(F)c(Cl)c1)C1Cc2ccccc2CN1S(=O)(=O)c1ccc(F)cc1 (configuration not stated),-3.0,5.1%,nt,nt,16.0%,nt,nt
O=C1CO[C@H]2CCN(Cc3ccccc3)CC[C@@H]2N1c1ccccc1,-3.3,7.5%[87.6 µM],-24.4%[138 µM],-5.0%[172 µM],13.6%[87.6 µM],i,?
COc1cccc(CNC(=O)[C@@H]2C[C@@H](O)CN2C2CCN(C(=O)c3ccc(OC)nc3OC)CC2)c1,10.9,-7.4%,-3.3%,7.7%,-4.1%,4.5%,i
COC(=O)c1ccc(C(=O)N2CCC3(CCCN(CC4CCCCC4)C3)C2)cc1 (configuration not stated),0.8,-0.7%,-10.0%,12.7%,9.2%,i,-3.4%
O=C1NC[C@@H](CCC(=O)N2CCc3ccccc32)N2C[C@@H](NS(=O)(=O)c3ccc(F)cc3)C[C@@H]12,-7.4,-7.2%,-1.9%,1.0%,11.4%,-1.9%,-2.0%
COc1ccc(C(=O)N2CCC(c3nn(C)c(=O)n3Cc3ccccc3)CC2)cc1F,-1.1,-3.5%,-21.6%,nt,24.5%,-7.3%,2.1%
COc1ccc(NC(=O)c2nc(C(O)c3ccccc3)oc2C)cn1 (configuration not stated),6.7,4.7%[87.6 µM],-11.3%[138 µM],4.7%[172 µM],1.4%[87.6 µM],4.9%[88.5 µM],?
O=C([C@@H]1C[C@H](Oc2cccnc2)CN1S(=O)(=O)Cc1ccccc1)N1CCOCC1,14.5,0.4%,-21.2%,-1.4%,?,i,1.1%
Cn1cnc2ccc(Nc3cccc(F)c3)nc2c1=O,-8.2,-7.6%[87.6 µM],?,3.7%[230 µM],10.5%[87.6 µM],4.2%[88.5 µM],-24.7%[230 µM]
Cc1ccc(S(=O)(=O)NC[C@H]2O[C@@H](CC(=O)NCCN3CCOCC3)[C@H](O)[C@@H]2O)cc1,4.0,0.2%,-10.2%,-7.8%,16.7%,-0.8%,-9.4%
O=[S+]1([O-])NC2(CCN(Cc3cccnc3)CC2)CNc2ccccc21,4.8,8.5%,-7.6%,-5.0%,7.1%,i,-2.8%
COCCCn1c(C)cnc1C1CCN(S(=O)(=O)c2ccccc2)C1 (configuration not stated),1.9,3.5%,-6.9%,-1.4%,-24.5%,0.9%,-0.2%
CCc1cn(C[C@H](NC(=O)C(C)(C)C)C(=O)O)c(=O)[nH]c1=O,6.1,4.2%[87.6 µM],-13.7%[174 µM],-11.1%[172 µM],5.9%[87.6 µM],-2.1%[88.5 µM],-9.9%[172 µM]
COc1ccc(-c2ccc3c(c2)C(=O)N2CC[C@H](NC(=O)COCC(=O)O)[C@H]2C(=O)N3)c(OC)c1,3.2,0.5%,-16.3%,?,1.4%,-24.1%,-23.8%
CCN1c2cc(C(=O)Nc3cccc(OC)c3)ccc2C(=O)N2CCCCCC21 (configuration not stated),17.4,13.4%[12.5 µM],?,-18.3%,-1.6%,i,31.6µM*
Cc1ccc(C(=O)NC2CCN(C(=O)N3CC4CC(C3)[C@H]3CCCC(=O)N3C4)CC2)cc1 (some centres not stated),0.8,-9.4%,-7.5%,-3.8%,-18.3%,i,-10.6%
CCc1ccc(C2C(C(=O)Nc3ccccc3OC)=C(C)Nc3nc(SCc4ccccc4)nn32)cc1 (configuration not stated),11.1,-4.3%,nt,nt,39.1%[activator],nt,nt
CC(=O)c1ccc(NC(=O)C2CCC(CNS(=O)(=O)c3ccc4c(c3)CCCC(=O)N4)CC2)cc1 (configuration not stated),-17.9,1.4%,nt,nt,4.3%,nt,nt
O=C(Cc1ccc2c(c1)OCCCO2)NC1CCCc2c1[nH]c1ccccc21 (configuration not stated),-7.2,-21.9%,?,-14.6%,?,4.2%,?
COc1ccc(CNC(=O)CC[C@@H]2CNC(=O)[C@@H]3C[C@H](NC(=O)NC(C)C)CN23)cc1,1.9,7.9%[87.6 µM],i,-6.0%[172 µM],9.8%[87.6 µM],-26.5%[88.5 µM],-10.1%[172 µM]
O=C(NCc1noc(Cc2cccs2)n1)C1COc2ccccc2C1 (configuration not stated),20.2,-2.4%,-3.6%,-4.2%,-4.6%,?,i
COCC[C@]1(O)CCN(C(=O)c2cc(-n3cccn3)ccc2Cl)C[C@H]1C,8.7,-22.4%,-4.0%,3.8%,-29.0%,-8.4%[11.5 µM],-12.6%
CCOC(=O)C1CC1CN1CCCC2(Cc3ccccc3CNC2=O)C1 (configuration not stated),3.9,3.4%,3.8%,nt,30.8%[activator],4.0%,0.4%
CC(=O)C1=C(O)C=C2Oc3c(C(C)=O)c(O)c(C)c(O)c3C2(C)C1=O (configuration not stated),nt,-14.0%,nt,nt,-29.1%,-13.1%,nt
Cc1ccc(C(=O)NC2CCCN(c3ccc4nnc(C)n4n3)C2)cc1 (configuration not stated),-6.3,nt,?,nt,nt,nt,?
CCc1ccc2oc(C(=O)NCC(c3ccc(Cl)cc3)N3CCOCC3)c(C)c2c1 (configuration not stated),-7.9,4.2%,nt,nt,14.2%,nt,nt
C=CCCC(=O)N1[C@@H](c2ccccc2)[C@@H](C(=O)OCC)C[C@]12CCCCNC2=O,17.4,nt,?,nt,nt,nt,3.0%
